Screening data as filed in PubChem.
EPAC1 antagonist – qHTS for Antagonist of cAMP-regulated guanine nucleotide exchange factor 3 (EPAC1): primary screen | Rap guanine nucleotide exchange factor 3 (Homo sapiens), O95398 | EPAC1 GEF assay, Rap1b-BODIPY-GDP exchange fluorescence | Potency, µM (series often up to 115 µM), for the others: top-dose activity change, negative = inhibition, hits mostly inhibitors | 360,000 compounds, 0.14% hits | AID 720709, 2013;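 further: potency means the concentration at half of the fitted maximal effect; plate controls were vehicle for no effect and positive control for full effect; nearly all actives have a fitted effect of over 50% in size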
PLK1 PBD block – qHTS for Inhibitors of PLK1-PDB (polo-like kinase 1 - polo-box domain): Primary Screen; Serine/threonine-protein kinase PLK1 (Homo sapiens), P53350; Plk1 PBD binding of FITC phosphopeptide, fluorescence polarization; Potency, µM, inactives show max response, negative = inhibition, usual class: inhibitors; 360,000 compounds, 2.8% hits; further: potency means the concentration at half of the fitted maximal effect; series mostly up to about 57 µM; on the % scale 0 is the no-effect control and ±100 the full control effect; nearly all actives have a fitted effect of over 65% in size
PI5P4K alpha inh – qHTS for Inhibitors of phosphatidylinositol 5-phosphate 4-kinase (PI5P4K). Phosphatidylinositol 5-phosphate 4-kinase type-2 alpha (Homo sapiens), P48426. PI5P4Kalpha enzyme, ADP-Glo luminescence, 60 min; active compounds read low. max response, %. 330,000 compounds, 1.2% hits; active means max response of -50% or lower; inconclusive means between -30% and -50%; inactive means -30% or higher; further: value at the top dose of about 77 µM; on the % scale 0 is the no-effect control and ±100 the full control effect
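Reactions run in 0.038 M HEPES pH 7.4, 0.28 mM EGTA, 0.1% CHAPS and 5% DMSO, with PI5P4Kalpha, substrate, compound and 5 microM ATP final, one hour at room temperature. Readout is ADP-Glo luminescence.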
EPAC2 ag – qHTS for Agonist of cAMP-regulated guanine nucleotide exchange factor 4 (EPAC2): primary screen | 360,000 compounds, 0.079% hits | EPAC2 activation, biochemical qHTS; response scale: 100% = 6.5 mM cAMP response | Potency, µM (doses to about 154 µM), for inactives: at the highest dose activation, actives largely listed as activators | Rap guanine nucleotide exchange factor 4 (Homo sapiens), Q8WZA2; further: potency means the concentration at half of the fitted maximal effect; nearly all actives have a fitted effect of over 50% in size
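Exchange assay: 100 nM EPAC2 with 250 nM Rap1B-BODIPY-GDP and 50 uM GDP. Fluorescence (ex 480/em 540 nm) read every 5 min for 30 min at room temperature. Data normalized to 6.5 mM cAMP as agonist control.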
CCT modulator – High-Throughput Screening for Modulators of Cytosolic Chaperonin Activity | purified chaperonin ATPase assay, HTRF ADP detection, 30 min | activity change, % (test concentration not listed), hits read low | 360,000 compounds, 0.3% hits; in the data active means activity change below about -30%; further: on the % scale 0 is the no-effect control and ±100 the full control effect
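First, chaperonin was dispensed at 40 nM or 20 nM final depending on batch activity. Next, compounds were pinned at 76 uM and ATP added at 10 uM. After 30 min at 37 °C, ADP detection reagents ran 30 min at ambient temperature.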
WRN helicase inh – qHTS for Inhibitors of WRN Helicase. Bifunctional 3'-5' exonuclease/ATP-dependent helicase WRN (Homo sapiens), Q14191. WRN helicase unwinding, fluorescent forked duplex, kinetic. Potency, µM (highest dose often 114 µM), inactives show at the highest dose activity change, negative = inhibition, hits mostly inhibitors. 360,000 compounds, 0.46% hits. AID 651768, 2012; further: potency means the concentration at half of the fitted maximal effect; on the % scale 0 is the no-effect control and ±100 the full control effect; nearly all actives have a fitted effect of over 55% in size
Target sequence (Q14191 whole entry, looked up): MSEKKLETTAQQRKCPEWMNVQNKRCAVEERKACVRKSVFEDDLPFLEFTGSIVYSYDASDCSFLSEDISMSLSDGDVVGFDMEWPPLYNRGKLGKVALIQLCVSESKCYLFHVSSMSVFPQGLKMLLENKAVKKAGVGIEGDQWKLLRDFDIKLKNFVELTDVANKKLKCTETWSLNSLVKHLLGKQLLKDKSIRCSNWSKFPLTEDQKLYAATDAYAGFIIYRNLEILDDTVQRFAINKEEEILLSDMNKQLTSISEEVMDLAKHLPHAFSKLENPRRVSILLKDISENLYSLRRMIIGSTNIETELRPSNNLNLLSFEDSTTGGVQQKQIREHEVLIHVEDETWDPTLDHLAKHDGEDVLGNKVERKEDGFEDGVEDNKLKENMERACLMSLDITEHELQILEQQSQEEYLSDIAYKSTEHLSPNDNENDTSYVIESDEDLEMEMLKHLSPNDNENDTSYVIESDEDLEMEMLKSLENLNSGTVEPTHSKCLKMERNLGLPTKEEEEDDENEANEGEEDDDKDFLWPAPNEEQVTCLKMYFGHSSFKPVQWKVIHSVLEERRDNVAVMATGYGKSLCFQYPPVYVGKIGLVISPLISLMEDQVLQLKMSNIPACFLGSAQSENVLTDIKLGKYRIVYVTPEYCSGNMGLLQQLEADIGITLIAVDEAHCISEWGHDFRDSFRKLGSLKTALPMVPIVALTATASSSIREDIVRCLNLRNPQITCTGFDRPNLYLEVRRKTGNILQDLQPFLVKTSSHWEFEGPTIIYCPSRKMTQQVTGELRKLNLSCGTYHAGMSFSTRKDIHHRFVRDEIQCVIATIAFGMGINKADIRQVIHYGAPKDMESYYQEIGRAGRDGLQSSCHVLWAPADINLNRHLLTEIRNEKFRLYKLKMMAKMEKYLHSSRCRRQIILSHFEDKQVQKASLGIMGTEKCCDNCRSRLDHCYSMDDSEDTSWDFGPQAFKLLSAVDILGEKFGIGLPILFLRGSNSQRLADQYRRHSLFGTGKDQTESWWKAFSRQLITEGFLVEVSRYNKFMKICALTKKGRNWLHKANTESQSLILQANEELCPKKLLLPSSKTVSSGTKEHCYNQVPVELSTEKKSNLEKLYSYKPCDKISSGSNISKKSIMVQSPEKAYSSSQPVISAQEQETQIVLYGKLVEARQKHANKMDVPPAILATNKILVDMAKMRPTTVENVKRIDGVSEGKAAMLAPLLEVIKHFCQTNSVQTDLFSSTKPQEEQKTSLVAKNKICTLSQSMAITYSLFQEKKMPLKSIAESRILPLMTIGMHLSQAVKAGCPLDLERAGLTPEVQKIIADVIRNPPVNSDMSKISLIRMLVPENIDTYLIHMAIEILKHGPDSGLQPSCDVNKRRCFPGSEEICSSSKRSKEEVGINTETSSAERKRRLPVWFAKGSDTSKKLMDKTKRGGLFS
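WRN at 20 nM final was preincubated with compound for 15 min at room temperature; reaction started with 100 nM forked duplex oligonucleotide carrying fluorophore and quencher plus 2 mM ATP (final). Unwinding followed kinetically by red fluorescence (ex 525/em 598 nm).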
EPAC1 agonist – qHTS for Agonist of cAMP-regulated guanine nucleotide exchange factor 3 (EPAC1): primary screen | Rap guanine nucleotide exchange factor 3 (Homo sapiens), O95398 | EPAC1 agonist qHTS, biochemical assay; response scale: 100% = response to 6.5 mM cAMP | Potency, µM (titrated, usually from 154 µM), without a hit: top-dose activation, hits mostly activators | 360,000 compounds, 0.073% hits; further: potency means the concentration at half of the fitted maximal effect; nearly all actives have a fitted effect of over 60% in size
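Read-out is the fluorescence drop as BODIPY-GDP leaves Rap1B (480 nm excitation, 540 nm emission), recorded every 5 minutes over 30 minutes. Reactions held 100 nM EPAC1, 250 nM Rap1B–BODIPY-GDP and 50 uM GDP, with 6.5 mM cAMP setting full activation.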
IL2 activator – qHTS of IL-2 Activators; IL-2 activation reporter assay, cell-based qHTS; stimulated with anti-CD3/CD4/CD28 beads; in transgenic mouse T cells; activation, % (series mostly up to about 46 µM); 360,000 compounds, 0.065% hits; AID 652025, 2013; in the data active means activation above about 50%; inconclusive means mostly about 30% to 49%; further: 0% is about no effect
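Using fluorescent plate cytometry, EGFP and DsRed are detected in transgenic mouse T cells stimulated 18 h at 37 degrees C with antibody-coated beads after 60 min compound pretreatment.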
* hit, by the source's call; ? = inconclusive; . = not tested or not shown; [ ] = dose if it differs, or a comment. Unless noted, the call rests on the fitted dose curve; in most records, active means well fitted curve in the direction sought with a large enough effect; inconclusive means small, poorly fitted or top-dose-only effect, or another doubt; inactive means no such curve, though single readings can be large; an effect the other way counts as inactive or inconclusive. The list is partial, so the mix of outcomes need not match the whole.

cpd | SMILES | EPAC1 antagonist | PLK1 PBD block | PI5P4K alpha inh | EPAC2 ag | CCT modulator | WRN helicase inh | EPAC1 agonist | IL2 activator
1 | O=c1c2ccccc2nc(-c2ccc([N+](=O)[O-])cc2)n1-c1ccccc1 | 10% | 4% | 0 | -1% | 0.1 | -16%[57.1 µM] | 15% | -0.9
2 | CC(C)CN(CC(C)C)c1ccc(C=C2C(=O)NC(=S)NC2=O)cc1[N+](=O)[O-] | ? | 2.7µM* | -101* | -7% | -6.3 | 56µM* | -12% | 0.0
3 | O=C(N/N=C/c1c(O)n(Cc2ccccc2)c(=O)[nH]c1=O)c1ccccc1O | 6% | 1% | -70* | -9% | -3.0 | ? | -1% | -3.8
4 | N=C1c2ccccc2CN1c1ccc(F)c([N+](=O)[O-])c1 | -3% | -8% | -6 | 3% | 2.4 | -8% | 7% | -3.5
5 | CC(=O)N1Cc2cnnn2-c2ccccc2C1C#N (stereo not drawn) | 3% | -4% | 2 | 10% | 0.1 | -5% | 15% | -0.2
6 | Cc1cc(OCC(=O)N2CCC(C(=O)O)CC2)c2c3c(c(=O)oc2c1)CCC3 | -1% | -2% | -2 | 2% | 2.8 | -2% | 5% | 1.2
7 | C=CCOC(=O)C1=C(C)OC(N)=C(C(=O)OCC)C12C(=O)N(CC(N)=O)c1ccccc12 (stereo not drawn) | 5% | 0% | . | 2% | 0.4 | 0% | 0% | -0.8
8 | O=C1Nc2ccc(Br)cc2C(c2ccccc2Cl)=NC1O (stereo not drawn) | -7% | -16% | 0 | 4% | -1.2 | 5% | -13% | 0.2
9 | Cc1ccc(Cn2c(C)c3cnn(CC(=O)N4CCC5(CC4)OCCO5)c(=O)c3c2C)cc1 | 7% | -5% | -5 | -6% | 0.7 | 0% | -3% | -0.6
10 | COC(=O)C1=C(c2ccc(S(C)(=O)=O)cc2)C[C@@H]2CC[C@H]1N2C(=O)N1CCC(O)CC1 | 6% | 1% | -6 | 2% | -0.8 | 14% | -8% | -0.5
11 | Oc1c(Br)cc(Br)cc1Br | 4% | -7% | 0 | 7% | 1.1 | -8% | -5% | -0.2
12 | O=c1[nH]c(=S)n(C2CC2)c(O)c1/C=N/Nc1cccc2ccccc12 | 5% | -7% | ? | 1% | 0.4 | -8% | -2% | -3.4
13 | COc1cccc(CCNCc2cccc(C(F)(F)F)c2)c1 | -19% | -8% | 17 | 6% | -0.2 | -3% | -4% | 1.7
14 | O=C1C(=O)C(Cl)=C(Cl)C(Cl)=C1Cl | ? | -28% | -54* | 7% | 0.5 | 40µM* | 11% | -0.6
15 | Cc1ccc(N2C(=O)NC(=O)/C(=C\c3cc(C)n(-c4sc5c(c4C#N)CCCC5)c3C)C2=O)cc1 | 18µM* | 0.6µM* | ? | -12% | -0.6 | 50µM* | 8% | -0.2
16 | Cc1cc(/C=C2/C(=O)NC(=O)N(Cc3ccco3)C2=O)c(C)n1-c1ccccc1O | ? | -24% | ? | 18% | -1.6 | -11%[11.6 µM] | 4% | -1.9
17 | O=C1CC(=O)N(c2ccc3c(c2)OCO3)C(=O)N1 | 0% | ? | 7 | 6% | 0.4 | -16% | 0% | 0.0
18 | CCn1c(O)c(C(=O)CC2NCCc3ccccc32)c(=O)n(CC)c1=S (stereo not drawn) | 16% | 11% | 7 | 1% | 0.1 | -3% | 6% | -0.2
19 | C[C@]12CCC3C(CC[C@H]4C[C@@H](O)CC[C@]34C)[C@H]1CC[C@H]2O (stereo partly drawn) | 14% | -3% | 3 | -1% | 0.6 | 1% | 6% | 0.4
20 | COC(=O)N1Cc2ccccc2-n2nncc2C1 | -18% | 1% | 1 | -6% | 0.3 | -1% | -4% | 1.7

Values in list order from the entries so far:
EPAC2 ag, compounds 11 to 18, in order: 7%, 1%, 6%, 7%, -12%, 18%, 6%, 1%
WRN helicase inh, compounds 11 to 18, in order: -8%, -8%, -3%, 40µM*, 50µM*, -11%[11.6 µM], -16%, -3%
EPAC1 agonist, compounds 11 to 18, in order: -5%, -2%, -4%, 11%, 8%, 4%, 0%, 6%

Single entries from the list:
no. 12 | IL2 activator: -3.4
no. 11 | PI5P4K alpha inh: 0

More records
cpd | SMILES | EPAC1 antagonist | PLK1 PBD block | PI5P4K alpha inh | EPAC2 ag | CCT modulator | WRN helicase inh | EPAC1 agonist | IL2 activator
21 | Cc1ccc(C2N(c3cc(C)on3)C(=O)C3CCCN32)cc1 (stereo not drawn) | 7% | -19% | 0 | 7% | 0.7 | 2% | 8% | -2.2
22 | Cc1cc(Cl)ccc1C(=O)C1CCCN(Cc2ccon2)C1 (stereo not drawn) | 2% | -7% | 4 | 3% | 1.5 | -5% | 1% | -0.7
23 | C=Cn1ccnc1P(=S)(c1nccn1C=C)c1nccn1C=C | 13% | -10% | -2 | -10% | 0.5 | 12% | 9% | -3.5
24 | CC(=NCc1ccco1)c1c(O)n(Cc2ccccc2)c(=O)[nH]c1=O | -2% | -10% | -12 | 9% | -0.5 | -15% | 2% | 0.2
25 | CCn1ccnc1CN1CCCC(C(=O)c2ccc(SC)cc2)C1 (stereo not drawn) | 22% | -9% | 1 | 15% | 0.3 | 4% | 8% | -3.1
26 | O=C(O)Cn1cc(C(=O)c2ccccc2F)c2ccccc21 | 2% | -3% | -9 | -3% | -0.9 | 5% | -2% | 0.3
27 | CCC(C)NC(=O)CCC(=O)OC1O[C@H]2OC3(C)CC[C@H]4[C@H](C)CCC(C1C)C24OO3 (stereo partly drawn) | 5% | 2% | 0 | -1% | -1.2 | -6% | -4% | 0.7
28 | CNC(=O)Oc1ccc2c(c1)C(=O)c1ccccc1CO2 | -5% | -17% | -5 | 7% | -13 | 2% | 5% | 1.2
29 | O=C(CCc1ccc(O)cc1)N1C[C@H]2C[C@@H](C1)c1cccc(=O)n1C2 | -1% | 10% | 0 | 0% | -0.1 | 2% | -12% | 0.3
30 | Cc1ccc(C(O)P(=O)(Oc2ccccc2)Oc2ccccc2)cc1 (stereo not drawn) | -3% | -11% | 0 | -1% | 0.8 | -5% | -7% | 0.3

Ordered by SMILES length (low to high): 3 of the compounds above
cpd | SMILES | EPAC1 antagonist | PLK1 PBD block | PI5P4K alpha inh | EPAC2 ag | CCT modulator | WRN helicase inh | EPAC1 agonist | IL2 activator
11 | Oc1c(Br)cc(Br)cc1Br | 4% | -7% | 0 | 7% | 1.1 | -8% | -5% | -0.2
29 | O=C(CCc1ccc(O)cc1)N1C[C@H]2C[C@@H](C1)c1cccc(=O)n1C2 | -1% | 10% | 0 | 0% | -0.1 | 2% | -12% | 0.3
15 | Cc1ccc(N2C(=O)NC(=O)/C(=C\c3cc(C)n(-c4sc5c(c4C#N)CCCC5)c3C)C2=O)cc1 | 18µM* | 0.6µM* | ? | -12% | -0.6 | 50µM* | 8% | -0.2

Next part
cpd | SMILES | EPAC1 antagonist | PLK1 PBD block | PI5P4K alpha inh | EPAC2 ag | CCT modulator | WRN helicase inh | EPAC1 agonist | IL2 activator
31 | Cc1ccc(NP(=O)(Oc2ccccc2F)Oc2ccccc2F)cc1 | -10% | 0% | . | 8% | -5.5 | -7% | 25% | -3.6
32 | COc1cccc(NP2(=O)OCC(C)([N+](=O)[O-])CO2)c1 (stereo not drawn) | -14% | -1% | 27 | 3% | -0.3 | 6% | -3% | -1.5
33 | Cc1ccc(N2C(=O)NC(=O)/C(=C\C=C\c3ccco3)C2=O)cc1 | ? | 1.9µM* | -29 | 5% | -3.4 | ? | . | -3.6
34 | COC(=O)C1=C(c2cc3ccccc3s2)C[C@@H]2CC[C@H]1N2C(=O)N1CCC(C)CC1 | -6% | -6% | 10 | 16% | -3.3 | -7% | 19% | -4.9
35 | CC(C)N1CCN(Cc2cccc3c2OCO3)CC1CCO (stereo not drawn) | -2% | -9% | -2 | 9% | -2.4 | 5% | 11% | 0.3
36 | COc1ccc(CNC(=O)CCC(=O)N2C[C@H]3C[C@H](C2)c2cccc(=O)n2C3)cc1OC | 1% | 5% | -5 | 6% | 0.3 | 5% | -18% | 0.9
37 | C[C@]12CCC3[C@@H](CCC4=CC(=O)CC[C@@]43C=O)C1CCC2=O (stereo partly drawn) | 2% | -9% | -1 | 4% | 0.0 | -10% | 4% | -0.3
38 | O=C(O)C(NC(=O)c1ccccc1)=C(Cl)Cl | ? | -4% | 13 | 3% | 1.2 | -5% | 0% | 0.9
39 | COc1cccc(CN2CCNCC2)c1OC | 0% | -7% | -11 | 7% | -5.5 | 8% | 3% | 0.7
40 | CC(=NCCCO)c1c(O)[nH]c(=O)[nH]c1=O | 9% | 1% | 6 | 10% | -0.8 | 1% | 9% | -0.5
41 | CN1C2CCC1CC(OC(=O)c1cccc(O)c1)C2 (stereo not drawn) | 2% | -7% | -1 | -1% | -2.4 | 6% | -21% | 0.2
42 | CCN1CCN(c2ccc([N+](=O)[O-])cc2C#N)CC1 | -18% | -9% | -2 | 4% | 1.9 | 2% | 11% | 1.0
43 | COc1ccc(CCNCc2ccc(F)cc2)cc1OC | 13% | -8% | 0 | -2% | 0.4 | 4% | 2% | -0.1
44 | Cc1cc(N=Nc2ccccc2C)ccc1N | -13% | 2% | 56 | 12% | 0.9 | -24% | 4% | -3.3
45 | COc1ccccc1-n1c(Cc2ccccc2)nc2ccccc2c1=O | 18% | -10% | -3 | 14% | -3.3 | 6% | 10% | -0.7
46 | O=C1NCCN2CCCC12 (stereo not drawn) | 18% | -1% | 1 | -9% | 2.4 | -8% | -2% | -2.4
47 | O=c1c2ccccc2nc(-c2ccccc2)n1-c1cccc(O)c1 | -1% | 2% | 0 | 5% | -6.3 | 8% | 1% | -1.9
48 | O=P(/C(=N/O)N1CCOCC1)(N1CCOCC1)N1CCOCC1 | 5% | -3% | 0 | 4% | -3.4 | -17% | 3% | -0.1
49 | Cc1ccc(-c2csc(NC(CO)c3nc4ccccc4n3CCOCCO)n2)cc1 (stereo not drawn) | -9% | 21µM* | 0 | 6% | -0.1 | 2% | -19% | 0.4
